Screening data: PubChem, several laboratories
14-3-3 Bad PPI – inhibitors of 14-3-3 zeta/Bad binding, primary screen, biochemical, TR-FRET, bovine 14-3-3 zeta; 14-3-3 protein zeta/delta (Bos taurus), P63103; hit rate 0.71% among 220,000; inhibition, % at 21.7 µM; TR-FRET 14-3-3zeta/Dy647-pBad peptide displacement, 1 h;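 active = inhibition above about 70%, limit read from the data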;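 note: 0% = full 14-3-3 plus peptide FRET controls and 100% = background without 14-3-3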
KLK5 inh – human KLK5 protease inhibitors, primary screen, biochemical, 1536-well. Kallikrein-5 (Homo sapiens), Q9Y337. recombinant hK5, fluorogenic AMC substrate cleavage. hit rate 0.59% among 210,000. inhibition, % at 5 µM;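 active = inhibition of 40% or more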;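 note: 0% = enzyme controls without compound and 100% = no-enzyme blanks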
Wee1 stabilizer – Wee1 degradation inhibitors, primary screen, cell-based, HeLa, Wee1K328M-luciferase, luminescence | Wee1-like protein kinase (Homo sapiens), P30291 | HeLa Luc-Wee1K328M stability; 100% = proteasome inhibitor MG132 effect | reporter increase, % at 5 µM | hit rate 1.2% among 220,000;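 active = activation above the mean of all tested compounds plus 3 SD, set per screening run, cut at about 8.8% in these data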;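 note: cells exposed to compound for 20 h before luminescence read; 0% = DMSO alone and 100% = MG132 at 30 µM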
Mdm2 ligase inh – MDM2-luciferase reporter signal enhancers, primary screen, MDM2 E3 ligase inhibitor project, cell-based, luminescence, 1536-well. cell-based MDM2 ubiquitination luciferase reporter, 2 h; 0 = plate control, 100 = twice control, blank-subtracted. signal enhancement, % at 5 µM. hit rate 0.11% among 210,000;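 active = signal enhancement of 30% or more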;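 note: luminescence tracks abundance of the self-degrading MDM2-luciferase fusion protein; higher signal means inhibition of MDM2 E3 ligase activity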
Target sequence (Q00987 whole entry, looked up, the tested form may be a part): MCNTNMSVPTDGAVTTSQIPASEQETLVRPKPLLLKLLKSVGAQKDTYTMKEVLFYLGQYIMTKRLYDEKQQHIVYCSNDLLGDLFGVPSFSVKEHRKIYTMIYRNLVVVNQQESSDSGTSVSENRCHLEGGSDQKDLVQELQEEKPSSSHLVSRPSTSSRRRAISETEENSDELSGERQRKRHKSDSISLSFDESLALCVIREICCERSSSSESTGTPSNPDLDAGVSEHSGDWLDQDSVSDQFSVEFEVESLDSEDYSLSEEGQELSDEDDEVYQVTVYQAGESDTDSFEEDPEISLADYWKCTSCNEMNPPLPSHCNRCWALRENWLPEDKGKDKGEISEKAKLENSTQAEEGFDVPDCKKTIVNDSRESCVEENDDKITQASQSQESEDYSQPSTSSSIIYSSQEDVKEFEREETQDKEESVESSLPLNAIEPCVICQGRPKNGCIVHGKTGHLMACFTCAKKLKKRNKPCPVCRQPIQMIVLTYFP
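Material: Stable MDM2–luciferase fusion reporter cells | Amount: 2000 cells seeded into each well | Dosing: One concentration, 5 µM, with 0.2% DMSO | Incubation: 4 h cell settling then 2 h compound exposure, 37 °C | Measured by: Luciferase luminescence | Read-out basis: % enhancement relative to plate controls after blank subtraction | Benchmarks: Control and blank well means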
Rad51 HR inh – human RAD51 strand exchange inhibitors, primary screen, biochemical, fluorescence; DNA repair protein RAD51 homolog 1 (Homo sapiens), Q06609; hRad51 DNA strand exchange, fluorescence dequenching; inhibition, % at 10 µM; hit rate 0.085% among 200,000;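 active = inhibition above 40% at the single screening dose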;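 note: 0% = DMSO control wells and 100% = blanks with heterologous ssDNA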
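Read-out basis: percent inhibition relative to plate controls and blanks / Assay system: human Rad51 nucleoprotein filaments preassembled on unlabelled ssDNA / Timing: filaments 15 min 37 °C, then compound 30 min / Control set: per-plate controls and blanks / Technique: fluorescence dequenching at 485/520 nm / Compound: 10 µM final, single point / Also added: Fluorescein- and BHQ1-tagged 47-mer duplex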
eIF4E 4G PPI – eIF4E–eIF4G protein interaction inhibitors, primary screen, biochemical, uHTS, TR-FRET, eIF4GI fragment; inhibition, % at 21.7 µM; hit rate 0.37% among 220,000; TR-FRET eIF4E-eIF4GI(517-606) binding, 2 h;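 active = inhibition above about 30%, limit read from the data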;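 note: 0% = full FRET control wells and 100% = background wells lacking eIF4GI fragment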
FXIIa inh – human FXIIa protease inhibitors, primary screen, biochemical, 1536-well. purified FXIIa, Boc-QGR-AMC fluorogenic substrate, 2 h. inhibition, % at 5 µM. hit rate 0.3% among 220,000; in the data active = inhibition above about 40%;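 note: 0% = enzyme with no compound and 100% = blank without enzyme; many of its hits are not listed in these tables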
FXIa inh – human FXIa protease inhibitors, primary screen, biochemical, 1536-well | Coagulation factor XI (Homo sapiens), P03951 | purified FXIa, Boc-Glu-Ala-Arg-AMC fluorogenic substrate | inhibition, % at 5 µM | hit rate 0.14% among 220,000;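 active = inhibition of at least 40%; inactive = inhibition below 40%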;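 note: fluorescence of freed AMC excited at 355 nm; 0% = enzyme without compound and 100% = no enzyme blank; many of its hits are not listed in these tables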
Target sequence (P03951 19-387 limits assumed): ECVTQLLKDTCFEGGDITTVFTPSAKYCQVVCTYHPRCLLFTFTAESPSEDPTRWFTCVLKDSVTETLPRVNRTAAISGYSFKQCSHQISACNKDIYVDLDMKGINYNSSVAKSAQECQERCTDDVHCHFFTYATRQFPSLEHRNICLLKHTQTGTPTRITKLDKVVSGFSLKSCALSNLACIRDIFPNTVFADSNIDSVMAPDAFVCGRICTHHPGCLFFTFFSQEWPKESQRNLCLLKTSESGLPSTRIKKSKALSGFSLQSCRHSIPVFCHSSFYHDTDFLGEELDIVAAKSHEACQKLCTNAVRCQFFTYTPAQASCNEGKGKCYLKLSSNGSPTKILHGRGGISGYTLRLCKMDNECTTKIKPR
Target sequence (P03951 388-625 limits assumed): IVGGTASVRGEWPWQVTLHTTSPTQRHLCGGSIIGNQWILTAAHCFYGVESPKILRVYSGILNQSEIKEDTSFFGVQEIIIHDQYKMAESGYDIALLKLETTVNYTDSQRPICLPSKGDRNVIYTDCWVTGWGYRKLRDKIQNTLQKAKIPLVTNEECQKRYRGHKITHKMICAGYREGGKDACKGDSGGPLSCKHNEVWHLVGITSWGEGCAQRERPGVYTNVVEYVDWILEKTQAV
p97 ATPase inh – inhibitors of human p97 ATPase, primary screen, biochemical | AID 1481, 2009 | hit rate 0.42% among 220,000 | inhibition, % at 8 µM | recombinant p97 ATPase, Kinase-Glo ATP luminescence, 3 h; in the data active = inhibition above about 15%;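 note: 0% = DMSO vehicle and 100% = wells lacking enzyme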
Numbers without * were called inactive; . = not tested or not shown; [ ] = dose if it differs, or a comment.

The opening two compounds (preview)
SMILES	14-3-3 Bad PPI	KLK5 inh	Wee1 stabilizer	Mdm2 ligase inh	Rad51 HR inh	eIF4E 4G PPI	FXIIa inh	FXIa inh	p97 ATPase inh
CC(C)COC(=O)C(C#N)c1nc2ccccc2nc1N1CCN(Cc2ccc3c(c2)OCO3)CC1 (stereo not drawn)	-1.8	-0.5	-1.3	-6.3	-1.8	-6.5	15.2	0.8	4.8
COc1ccc(C(=O)NCC(=O)OCc2ccc(Br)cc2)cc1	-0.2	-8.4	1.0	0.5	.	-2.0	7.8	5.2	4.1

Results (from the top)
SMILES	14-3-3 Bad PPI	KLK5 inh	Wee1 stabilizer	Mdm2 ligase inh	Rad51 HR inh	eIF4E 4G PPI	FXIIa inh	FXIa inh	p97 ATPase inh
CC(C)COC(=O)C(C#N)c1nc2ccccc2nc1N1CCN(Cc2ccc3c(c2)OCO3)CC1 (stereo not drawn)	-1.8	-0.5	-1.3	-6.3	-1.8	-6.5	15.2	0.8	4.8
COc1ccc(C(=O)NCC(=O)OCc2ccc(Br)cc2)cc1	-0.2	-8.4	1.0	0.5	.	-2.0	7.8	5.2	4.1
CCO[C@H]1OC(C(=O)NC2CC2)=C[C@@H](C2CCCCC2)[C@@H]1CCCO	-2.3	1.8	.	12.9	-4.7	-2.9	5.8	-1.0	.
COc1ccccc1NC(=O)N1CCCC1	-2.7	-24.3	1.8	-92.9	-11.0	1.2	23.4	32.4	-2.3
Cc1cccc(OCCNC(=S)NC(=O)c2cccnc2)c1	-1.0[fluorescence artefact?]	-8.6	0.9	-20.0	4.6	-3.2	13.4	7.2	3.8
N#Cc1nc(-c2cccs2)oc1NCc1ccccc1	2.9[fluorescence artefact?]	-9.8	-1.3	-20.4	-1.7	18.0	-4.5	-7.2	4.8
Cc1cccc2cc(CN(CC3CCCO3)C(=S)NCc3ccco3)c(=O)[nH]c12 (stereo not drawn)	2.3	-5.5	2.6	-1.9	.	-0.8	11.7	4.4	2.9
O=C1C2C3C=CC(C3)C2C(=O)N1c1n[nH]c(-c2ccccc2)n1 (stereo not drawn)	-12.2[fluorescence artefact?]	-4.6	-0.4	-15.9	-8.2	2.4[fluorescence artefact?]	4.8	-4.0	5.5
COc1ccc(-n2c(=O)c(CCC(=O)N(C)Cc3ccccc3C)nc3ccccc32)cc1	-6.5	-2.9	-1.9	-11.8	-8.3	1.3	3.0	-1.4	4.2
Cc1cc(=O)[nH]c(N)n1	2.3	-2.9	0.6	-12.7	7.6	4.5	10.5	8.6	7.6
O=C(CNC(=O)c1ccc2ccccc2c1)OCC(=O)N1CCN(S(=O)(=O)c2ccc3ccccc3c2)CC1	-10.9	-5.1	-2.0	-8.2	5.6	5.6	-3.5	-4.5	1.3
COC(=O)c1cc(OC)c(OC)cc1NC(=S)N1CCC(C(N)=O)CC1	-6.4	-2.9	-0.3	2.7	-8.6	3.0[fluorescence artefact?]	6.5	-1.2	5.7
O=C(CCN1CCN(c2ccccc2)CC1)NNC(=S)Nc1ccccc1Cl	-15.5	-11.2	3.3	0.1	3.0	-0.7	9.6	-4.9	-0.6
CC(C)C(CCNC(=O)CC(Cc1ccccc1)c1ccco1)c1ccco1 (stereo not drawn)	-8.8	-9.5	-1.1	-3.6	-7.5	1.7	22.0	9.4	-0.5
Cc1nc2ccccc2c(-c2ccccc2)c1CC(=O)O	1.0	2.5	-2.1	-5.3	0.9	-0.1	3.0	-5.4	0.4
CC(C)CCOc1ccc(C(CC(N)=O)C(=O)O)cc1 (stereo not drawn)	-1.1[fluorescence artefact?]	-9.5	-1.2	-8.9	7.3	-0.5	3.6	-2.5	2.9
CCOCCc1c(O)nc(SCC)[nH]c1=O	-0.5	0.9	-2.5	-3.4	10.9	-0.3	6.0	-0.9	0.9
COCCN(CC(=O)NC1CCCCC1)C(=O)/C=C/C(=O)c1ccc(OC)cc1O	3.5	-1.5	0.5	-19.3	.	5.5	6.2	-3.3	0.9
Cc1ccc(Cl)cc1N(CC(=O)NCc1ccc2c(c1)OCO2)S(C)(=O)=O	-5.8	.	-1.3	-13.2	.	-0.7	8.0	1.2	-0.7
CCOc1ccc2[nH]c3c(NCCc4ccc(OC)c(OC)c4)ncnc3c2c1	-3.1	-0.3	-2.8	19.8	-24.1	2.2	2.0	0.7	1.4
CC(=O)N1C(=O)N(C(C)=O)C2C1N(C)C(=O)N2C(C)=O (stereo not drawn)	-7.0	-5.7	-1.0	8.1	4.9	0.5	2.0	-6.2	5.4
O=C(/C=C/c1ccc(F)cc1)NCC1(c2ccccc2)CCOCC1	-1.4	0.5	-1.9	3.0	16.1	-2.5	-6.0	-8.1	-7.3
COc1cccc(Oc2cnc(N)nc2-c2ccc(OC)cc2O)c1	-0.4[fluorescence artefact?]	-2.7	-0.1	-0.5	5.0	10.7[fluorescence artefact?]	14.9	-4.8	7.0
CC1(NC(=S)N(CCO)CCO)CCS(=O)(=O)C1 (stereo not drawn)	-2.4[fluorescence artefact?]	-7.5	0.0	-8.8	-2.8	-2.2	0.7	0.3	3.4
COc1ccc(C=NCC2OCCc3ccccc32)cc1OC (stereo not drawn)	-11.5	-13.0	-0.6	8.4	5.3	12.2[fluorescence artefact?]	4.5	2.0	1.7

Three entries drawn at random from the list so far:
SMILES	14-3-3 Bad PPI	KLK5 inh	Wee1 stabilizer	Mdm2 ligase inh	Rad51 HR inh	eIF4E 4G PPI	FXIIa inh	FXIa inh	p97 ATPase inh
CC(C)CCOc1ccc(C(CC(N)=O)C(=O)O)cc1 (stereo not drawn)	-1.1[fluorescence artefact?]	-9.5	-1.2	-8.9	7.3	-0.5	3.6	-2.5	2.9
COc1cccc(Oc2cnc(N)nc2-c2ccc(OC)cc2O)c1	-0.4[fluorescence artefact?]	-2.7	-0.1	-0.5	5.0	10.7[fluorescence artefact?]	14.9	-4.8	7.0
O=C(CNC(=O)c1ccc2ccccc2c1)OCC(=O)N1CCN(S(=O)(=O)c2ccc3ccccc3c2)CC1	-10.9	-5.1	-2.0	-8.2	5.6	5.6	-3.5	-4.5	1.3

(list continues)
SMILES	14-3-3 Bad PPI	KLK5 inh	Wee1 stabilizer	Mdm2 ligase inh	Rad51 HR inh	eIF4E 4G PPI	FXIIa inh	FXIa inh	p97 ATPase inh
CCc1cc(-c2n[nH]c(=S)n2CC(C)C)cs1	-10.9[fluorescence artefact?]	-14.7	-1.4	-0.5	3.2	-6.8[fluorescence artefact?]	-4.9	-9.6	-6.0
Cc1c(-n2c(SCC(=O)O)nnc2-c2ccccc2Br)c(=O)n(-c2ccccc2)n1C	-1.2	1.0	4.0	.	34.8	-10.2	6.3	-2.1	-2.8
COc1ccc(N2CCN(C(c3cc(OC)ccc3OC)c3nnnn3CC3CCCO3)CC2)cc1 (stereo not drawn)	51.2	-9.2	-0.6	-2.5	0.1	2.5	1.4	1.7	-8.3
COc1cc(CNCc2ccccn2)ccc1OCC(=O)NC1CCCCC1	35.6[fluorescence artefact?]	-14.5	0.7	-13.9	-3.4	6.3	-1.4	-7.1	-0.9
CC#CC[N+](C)(CC#CC)CC(=O)c1ccccc1	-12.9	0.9	0.4	11.6	-5.4	-1.4	11.4	-1.0	2.3
CCCCn1c(SCc2ccc(Cl)cc2)nc2c1c(=O)[nH]c(=O)n2C	-3.1	1.3	0.7	0.1	-2.1	8.9	-1.5	-6.0	2.1
Cc1nn(CC(=O)NCCCc2ccccc2)c(C)c1[N+](=O)[O-]	-2.6	-1.9	-0.1	9.2	2.1	4.7	7.3	4.9	4.0
Cc1cc2ccccn2c1C(=O)c1ccc(NN)c([N+](=O)[O-])c1	-7.7	5.0	-1.6	-8.8	4.3	-0.8	15.0	2.8	6.3
Cc1noc(C)c1S(=O)(=O)N(Cc1ccccc1)C(C)C	-16.8	-2.9	-0.2	-8.4	13.2	-3.4	2.7	-2.4	-1.3
CCc1nc(SCC(=O)c2cccs2)c2oc3ccccc3c2n1	-36.5[fluorescence artefact?]	-17.1	5.0	-1.7	0.6	-38.5[fluorescence artefact?]	5.7	-3.6	-5.0
COc1ccc(C)cc1-n1nnnc1SCc1cc(=O)n2cc(C)ccc2n1	0.0	-25.0	2.7	-18.7	0.5	5.3	4.3	-3.9	10.6
COc1c2ccoc2c(OC[C@@H](O)C(C)(C)OC)c2oc(=O)ccc12	-3.3	-8.0	2.6	.	-0.8	-8.3	11.1	5.9	1.4
COc1cccc(C(=O)C2CCCN(Cc3ccc(OC)c(Cn4cncn4)c3)C2)c1 (stereo not drawn)	-13.8	-0.9	-3.6	-4.2	.	1.4	6.9	18.6	0.9
CCOc1ccc(-c2cn[nH]c2N)cc1	4.0	-6.0	2.1	-0.3	-19.1	-1.9[fluorescence artefact?]	11.6	1.9	5.6
CCOc1cc(C)c(C(C)C)cc1S(=O)(=O)N1CC(C)OC(C)C1 (stereo not drawn)	1.9	-15.6	-2.1	-8.9	-5.5	-3.1	13.2	0.0	1.2
CCc1ccc(OC2=NS(=O)(=O)c3ccccc32)cc1	22.7	-3.3	-1.5	-17.4	19.2	4.5	5.2	-0.9	0.1
Cc1ccc(NCC(=O)N/N=C/c2cccc(Br)c2)cc1	-12.8	.	-1.2	-13.0	4.9	5.1	7.0	2.6	-2.6
Cc1cc(N(C)C)nc(SC(C)C)n1	4.2	4.5	-3.0	3.6	-9.4	-0.8	10.2	1.1	-0.6
CCOC(=O)c1c(NC(C)=O)sc2c(OC)cccc12	-4.7[fluorescence artefact?]	5.8	-0.7	5.8	3.5	-12.1	19.4	6.1	0.3
CCOCCCNC(=O)C1CCCN1S(=O)(=O)c1ccc(Cl)cc1 (stereo not drawn)	-6.2	-5.8	0.9	-11.6	-0.6	-0.6	37.8	13.2	6.6
CC(=O)c1ccc2c(c1)OCCOCCOc1ccc(C(C)=O)cc1OCCOCCO2	-22.0	-1.5	-1.1	-8.9	13.0	-0.5	4.1	1.9	6.6
CN(c1ccccc1)c1ccc(/C=C(\CCC(=O)O)c2nc3ccccc3s2)cc1[N+](=O)[O-]	-5.2	-14.5	-1.1	-13.1	4.7	26.8	-1.9	-2.6	-7.0
C=CCOC(=O)C1=C[C@H](c2coc3ccccc3c2=O)C[C@H](OCc2ccc(CO)cc2)O1	11.1	-2.2	1.9	.	-5.8	1.3	3.1	-0.6	6.2
Cc1nc(Cl)sc1C(=O)Nc1cccc(Cl)c1C	2.8	-8.3	-2.2	-0.3	8.9	0.7	0.8	0.1	-0.2
O=C(NNC(=O)c1cnccc1C(F)(F)F)c1cccc(Cl)c1	1.9	1.9	-0.5	-13.6	-2.0	0.1	3.5	-16.2	1.4
COC(=O)CCSCC(=O)Nc1nnc(C)s1	3.7	-15.1	0.9	-12.3	3.1	-0.7	4.2	-4.2	-4.7
CC(CCc1ccccc1)NC(=O)C(=O)NCc1ccccc1 (stereo not drawn)	-9.2	-10.3	1.5	5.0	1.0	12.3	14.2	3.7	1.9
COc1ccc(OC)c(S(=O)(=O)N(C)CC(=O)N2CCN(c3cccc(Cl)c3)CC2)c1	-6.0[fluorescence artefact?]	4.8	1.0	5.5	0.0	4.5	10.0	8.1	-7.5
